# STAT1 activator = STAT1 signaling activation; NIH 3T3 STAT1-luciferase reporter, IFN-gamma, luminescence; 100% = IFN-gamma alone, no compound; activation (% of control), % at 5.5 µM; hit rate 2.6% among 200,000; AID 932;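 active = activation above the screen-wide mean activation plus 3 SD, cut at about 130% in these data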;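 note: raw ratio to IFN-gamma control signal so 100% means no change and 0% no light; values of inactives mirror those of a sister screen read the other way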
# Hsp70 act = transcriptional activators of Hsp70. AID 1203. hit rate 0.04% among 200,000. activation, % at 10 µM. HeLa Hsp70 promoter luciferase reporter, luminescence; scaled: vehicle 0, proteasome-inhibitor control 100%;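 active = activation above the mean across all tested compounds plus 3 SD, cutoff set per campaign, cut at about 5.5% in these data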;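 note: 100% = MG132 at 30 µM as the positive control and 0% = DMSO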
# HMGR II inh = inhibitors of class II HMG-CoA reductase from Enterococcus faecalis; hit rate 0.41% among 190,000; AID 1066; purified E. faecalis HMGR, NADPH absorbance 340 nm kinetic; inhibition, % at 10 µM;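 active = inhibition above a set limit, the median over all tested compounds plus 3 SD, cut at about 9.5% in these data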;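 note: enzyme runs in reverse so mevalonate oxidation gives rising NADPH absorbance; 0% = complete reaction with DMSO and 100% = background rate lacking mevalonate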
# NF-kB neuron act = compounds increasing NF-kB expression in human neuronal cells; NF-kB reporter expression; active compounds read high; fold change at 12.5 µM; hit rate 1.6% among 190,000; AID 1239; in the data active = fold change above about 3.3
# APP 5'UTR act = activates APP 5'UTR luciferase reporter. SH-SY5Y APP 5'UTR luciferase reporter, luminescence; zero percent = DMSO vehicle wells. activation, % at 2 µM. hit rate 1% among 190,000. AID 1276;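 active = activation above a set limit, based on mean plus 3 SD of controls, cut at about 140% in these data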; note: values of inactives mirror those of a sister screen read the other way
# Redox H2O2 prof = compounds producing H2O2 with reducing agent – biochemical, NIH compound library profiling, artefact control for MLSCN library redox annotation, primary screen; activation, % at 10 µM; hit rate 0.03% among 200,000; DTT-dependent redox cycling H2O2, phenol red/HRP absorbance; 100% = 100 µM peroxide control, 0% = buffer;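 active = activation of at least 50% relative to the plate's high and low controls in the primary single-dose screen; inactive = activation below 50%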;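 note: compound incubated with DTT at 0.8 mM final as the reducing agent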
# G6PDH counter = L. mesenteroides G6PDH inhibition counter-screen; Purified L. mesenteroides G6PDH, diaphorase/resazurin coupled fluorescence, 45 min; inhibition, % at 5 µM; hit rate 0.12% among 200,000; in the data active = inhibition above about 50%
# FLuc stim CS = affects firefly luciferase, flagging false hits in luciferase stimulation screens; P08659; AID 1027; ATPlite luciferase biochemical, luminescence, 10 min; 0 = ATP-free wells, 1 = DMSO control; 200,000 tested, under 10 active; activation factor at 10 µM;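 active = luciferase activation factor, scaled between plate controls, of at least 2 with compound at 10 µM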
# Target sequence (P08659 whole entry, looked up): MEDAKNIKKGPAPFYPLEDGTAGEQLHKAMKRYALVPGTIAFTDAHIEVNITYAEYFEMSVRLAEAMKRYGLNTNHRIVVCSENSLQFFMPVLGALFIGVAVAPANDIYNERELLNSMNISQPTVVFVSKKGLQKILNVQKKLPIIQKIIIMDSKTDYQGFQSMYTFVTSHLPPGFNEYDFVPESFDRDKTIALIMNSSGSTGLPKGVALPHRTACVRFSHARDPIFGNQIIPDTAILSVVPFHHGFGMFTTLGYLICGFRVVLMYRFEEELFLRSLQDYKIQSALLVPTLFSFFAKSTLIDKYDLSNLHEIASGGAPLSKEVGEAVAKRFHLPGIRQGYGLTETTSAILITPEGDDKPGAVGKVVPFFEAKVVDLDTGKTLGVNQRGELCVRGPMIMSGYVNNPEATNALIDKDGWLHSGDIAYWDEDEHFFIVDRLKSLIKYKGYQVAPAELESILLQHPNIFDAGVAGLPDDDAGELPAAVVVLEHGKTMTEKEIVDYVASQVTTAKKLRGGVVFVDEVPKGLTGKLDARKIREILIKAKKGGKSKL
#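 Assay system – cell-free luciferase reagent · Medium – PBS-based ATP solution · Dosing – test compounds dosed from 2 mM stocks in 100% DMSO · Timing – 10 min, room temperature · Technique – light output (luminescence) · Measure – luminescence gain marking luciferase activators · Controls – No-ATP low control, compound-free enzyme-plus-ATP high control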
# FLuc inhib CS = inhibits firefly luciferase, flagging false hits in luciferase inhibition screens. hit rate 1.5% among 200,000. AID 1006. ATPLite firefly luciferase biochemical luminescence, 10 min. inhibition, % at 10 µM. P08659;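 active = inhibition above about 50% when tested at 10 µM, limit read from the data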
# APP transl inh = APP translation inhibition | inhibition, % at 2 µM | SH-SY5Y APP 5'UTR-luciferase reporter, luminescence | hit rate 0.82% among 190,000 | AID 1285;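 active = inhibition above a set limit, derived from the sample mean plus 3 SD, cut at about 45% in these data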; note: values of inactives mirror those of a sister screen read the other way
# Active calls of the source: *; / = not tested or not shown.
SMILES,STAT1 activator,Hsp70 act,HMGR II inh,NF-kB neuron act,APP 5'UTR act,Redox H2O2 prof,G6PDH counter,FLuc stim CS,FLuc inhib CS,APP transl inh
NS(=O)(=O)c1ccc(NC(=O)COC(=O)c2c3c(nc4ccccc24)/C(=C\c2ccc4c(c2)OCO4)CCC3)cc1,102,0.0,0,0.53,5,-0.1,-3,1,-1,-5
COc1cc(/C=C/C(=O)OCC(=O)NCCC2=CCCCC2)ccc1O,98,-0.3,1,0.83,-1,-0.2,7,1,0,1
OCCC1CN(Cc2cc3c(cc2Cl)OCO3)CCN1Cc1ccccc1 (centres undefined),106,-0.1,0,1.1,17,-1.3,3,1,-1,-17
Cc1ccc(/C(O)=C2\C(=O)C(=O)N(CCN(C)C)C2c2ccccc2F)cc1 (centres undefined),102,0.1,-1,1.1,-10,-0.1,3,1.1,-9,10
CCN1C(=O)C(CC(=O)Nc2ccc(OC)cc2)N(CCc2ccc(F)cc2)C1=S (centres undefined),94,0.9,-3,0.86,12,0.3,-4,1.1,-7,-12
CCc1cc2ccccc2nc1SCC(=O)Nc1cc(OC)c(OC)cc1C(=O)O,107,-0.1,-3,1.2,-4,0.6,17,1,3,4
O=C(CN1C(=O)C2CC=CCC2C1=O)Nc1nccs1 (centres undefined),/,/,-1,1,/,/,-1,1.1,-5,/
CC(=O)CN1Cc2ccccc2/C1=N\C(=O)Nc1ccccc1,97,0.9,-3,1.3,10,0.7,-2,1.1,-5,-10
CC(C)N(CCNC(=O)c1oc(=O)c2ccccc2c1-c1ccccc1)Cc1ccco1,97,-0.2,-1,1.6,34,0.1,12,1.1,-8,-34
Cc1nc(C)c(-c2csc(NCc3ccco3)n2)s1,124,-0.2,-5,1.7,42,-0.3,5,1,5,-42
Cc1cccc(Cn2c(N3CCCCC3C)nc3c2c(=O)[nH]c(=O)n3C)c1 (centres undefined),99,-0.1,3,0.96,/,-0.9,-7,1,-4,/
CCn1c(CNc2nc(-c3ccccc3)cs2)nnc1SCC(=O)NCc1ccccc1,91,-0.3,-7,1.1,8,-0.7,-4,1,1,-8
CCC(=O)Nc1cc(=O)[nH]c2ncnn12,104,-0.3,-2,1.1,-1,0.0,3,1,-3,1
Cc1ccc(C2CCN(C(=S)NC(C)C)C2)cc1 (centres undefined),102,-0.1,-9,1.3,0,0.7,2,1,2,0
COCCCNCC(O)C(F)(F)F (centres undefined),107,-0.2,-6,1.1,-6,-1.8,-2,1.1,-8,6
CCC1CCCCN1CCCNC(=O)CC1Oc2ccccc2NC1=O (centres undefined),102,0.1,-4,1.1,0,-0.7,5,1.1,-7,0
Cc1cc2cc(CN(CCCN3CCOCC3)C(=O)NC3CCCCC3)c(=O)[nH]c2cc1C,102,-0.3,-5,0.72,13,-2.3,-25,1,1,-13
COc1ccc(C2=NN(C(=O)c3cccs3)C(c3ccc(OC)cc3)C2)cc1 (centres undefined),92,-0.5,-3,1.5,-4,1.3,-35,1.1,-10,4
Cc1ccc(C(=O)N2CCN(S(=O)(=O)c3ccc(C)c([N+](=O)[O-])c3)C2)cc1,93,0.0,-5,1.1,-2,0.3,2,1.1,-11,2
NNC(=O)COc1ccc(C2SCCS2)cc1,102,0.1,-2,1.1,18,-1.9,5,0.9,7,-18
Cc1ccccc1C(=O)Nc1ccc2c(c1)OCO2,107,0.0,-1,4.8*,177*,-0.9,4,0.3,74*,-177
O=C(NC(=S)N1CCc2ccccc21)c1ccccc1,88,0.0,0,0.88,16,-0.1,4,0.5,52*,-16
O=C(Nc1ccc(S(=O)(=O)N2CCCC2)cc1Cl)C1=COCCO1,86,-0.1,-4,0.88,24,1.6,5,1.1,-5,-24
COCCCNC(=O)COC(=O)c1ccc(-c2nc3ccccc3s2)s1,101,0.0,2,1.1,95,-1.8,-4,0.8,25,-95
Cc1nc2c(C#N)cnn2c2c1CCN(Cc1ccccc1)N2C,95,-0.5,-4,1.1,2,0.1,3,1,-2,-2

# Sorted by SMILES length (rising): part of the list above
SMILES,STAT1 activator,Hsp70 act,HMGR II inh,NF-kB neuron act,APP 5'UTR act,Redox H2O2 prof,G6PDH counter,FLuc stim CS,FLuc inhib CS,APP transl inh
COCCCNCC(O)C(F)(F)F (centres undefined),107,-0.2,-6,1.1,-6,-1.8,-2,1.1,-8,6
CC(=O)CN1Cc2ccccc2/C1=N\C(=O)Nc1ccccc1,97,0.9,-3,1.3,10,0.7,-2,1.1,-5,-10
OCCC1CN(Cc2cc3c(cc2Cl)OCO3)CCN1Cc1ccccc1 (centres undefined),106,-0.1,0,1.1,17,-1.3,3,1,-1,-17
Cc1ccc(/C(O)=C2\C(=O)C(=O)N(CCN(C)C)C2c2ccccc2F)cc1 (centres undefined),102,0.1,-1,1.1,-10,-0.1,3,1.1,-9,10

# New compounds follow.
SMILES,STAT1 activator,Hsp70 act,HMGR II inh,NF-kB neuron act,APP 5'UTR act,Redox H2O2 prof,G6PDH counter,FLuc stim CS,FLuc inhib CS,APP transl inh
CC1=CC(C)(C)N(C(=O)CSc2nnc(N)s2)c2cc(C)c(C)cc21,91,-0.1,-7,1,12,1.5,6,1.1,-8,-12
Cc1nn(Cc2cccc(F)c2)c(C)c1NC(=O)c1ccc(COc2ccccc2Cl)cc1,96,-0.1,3,0.54,4,0.4,9,1,-1,-4
CC(=O)Nc1ccc(S(=O)(=O)NCc2ccc(C)cc2)cc1,93,-0.4,-5,1,7,-0.2,-4,1,-1,-7
O=C(CSc1ncn[nH]1)Nc1ccccc1Sc1ccc(Cl)cc1,91,-0.4,-7,0.9,-3,0.3,7,1,-2,3
CCOC(=O)c1cnn2c(C)cc(-c3ccccc3)nc12,118,-0.1,-2,2.5,89,-0.3,5,0.9,10,-89
COC(=O)c1ccccc1NC(=O)Nc1cnccn1,109,0.0,0,1,0,2.6,-1,1,0,0
CN(c1nc2c(c(=O)n(C)c(=O)n2C)n1CC(=O)c1ccccc1)C1CCCCC1,101,0.1,7,0.84,5,-2.4,2,1,-4,-5
CC1=C(C(=O)Nc2ccccc2)C(c2ccco2)NC(=S)N1 (centres undefined),100,-0.1,0,1.3,0,-2.5,11,1.1,-12,0
CCOC(=O)c1cc(NC(=O)c2cccnc2)ccc1N1CCOCC1,100,-0.1,-2,0.79,10,-0.2,32,1.1,-9,-10
CSCC[C@H](NC(=O)OCc1ccccc1)C(=O)O,102,-0.3,-4,1.2,-11,0.2,0,1,-5,11
CNc1ncc(C(=O)c2ccc(Cl)cc2)s1,114,0.5,-8,4*,97,-3.1,13,0.6,37,-96
CCc1ccc(/C=C2\SC(=S)N(CCCC(=O)Nc3ccccn3)C2=O)cc1,79,-0.6,-2,0.37,-51,-7.4,0,1,1,51*
CCN(CC)C(=O)C1CCCN(Cc2ccccc2F)C1 (centres undefined),99,-0.3,2,1.2,15,-0.5,13,1.1,-11,-15
CN(Cc1ccccc1)S(=O)(=O)c1ccc(Cl)nc1,95,-0.3,-6,1,-7,-2.6,12,1.1,-8,7
CCOc1ccc(CNC(=O)c2ccc(Sc3ccc(Cl)cc3)c(NC(C)=O)c2)cc1OC,96,-0.5,4,1.2,15,0.3,-11,1,0,-16
Cc1cc(C)nc(NS(=O)(=O)c2ccc(NC(=O)c3cc(-c4ccccc4)nc4ccccc34)cc2)n1,99,-0.3,-1,0.86,13,-0.1,-4,1,-1,-13
Cc1ccc(CNC(=O)C2CC(c3cccc([N+](=O)[O-])c3)=NO2)cc1 (centres undefined),102,-0.3,-6,1,11,-3.5,-1,1,-4,-11
O=C(NNC1=NC2(CCCC2)Cc2ccccc21)c1ccncc1,98,-0.2,-1,1.2,0,-0.4,0,1,-4,0
O=C(NCc1cn(-c2ccccc2)nc1-c1ccccc1)c1cc([N+](=O)[O-])cc([N+](=O)[O-])c1,102,-0.2,-2,1.1,-3,-12,6,1.1,-9,2
Cc1ccc(C(=O)COC(=O)CNC(=O)c2ccco2)cc1,103,0.2,2,1.1,0,-1.6,-1,1.1,-5,0
COc1ccc(CN(C)Cc2nc3cc(OC)c(OC)cc3c(=O)[nH]2)c(OC)c1,104,0.0,0,1,-4,0.2,1,1,-2,4
CCOC(=O)c1cc(=O)[nH]c2ccccc12,99,-0.4,-3,1.3,-16,10,1,1.1,-9,16
CN(CC(=O)Nc1ccc(F)c(F)c1F)c1cnccn1,100,0.7,-3,0.4,9,1.4,/,/,/,-9
CC(=O)Oc1ccc(-n2c(=O)c3ccccc3c3ccccc3c2=O)cc1,98,0.1,0,1.4,8,-0.8,5,1.1,-6,-8
Cc1cnc(C(=O)OCC(=O)NC(C)CCc2ccccc2)cn1 (centres undefined),102,-0.2,-4,1.1,-22,-0.1,0,1.1,-5,22
# The results go on:
SMILES,STAT1 activator,Hsp70 act,HMGR II inh,NF-kB neuron act,APP 5'UTR act,Redox H2O2 prof,G6PDH counter,FLuc stim CS,FLuc inhib CS,APP transl inh
CCNc1nc(NCC)nc(N/N=C/c2ccc(O)c(O)c2)n1,107,-0.4,3,1.1,-30,-3.0,19,0.8,20,30
Cc1cc(-n2c(C)cc(C(=O)CSc3ccc4c(c3)OCCO4)c2C)no1,94,0.1,0,1.1,15,1.5,0,1,3,-15
C=C(C)COc1ccc(-c2nc(N)nc(C)c2Oc2ccccc2OC)c(O)c1,118,-0.2,-4,1,-10,-1.3,3,1.1,-6,10
O=C(c1cc(-c2ccccn2)nc2ccc(Br)cc12)N1CCN(S(=O)(=O)c2ccccc2)CC1,96,-0.2,-1,1.1,-13,0.1,14,1,-3,13
COC(=O)c1ccccc1NC(=O)c1ccc(NS(C)(=O)=O)cc1,101,0.5,-6,0.99,-7,0.7,-19,1.1,-6,7
CCOC(=O)c1c(NC(=O)CSc2nnc3ccccn23)sc2c1CCC2,101,0.1,-4,1.2,0,-0.2,0,1.1,-8,0
COC(=O)c1cc(NC(=O)N2c3ccccc3Sc3ccccc32)cc(C(=O)OC)c1,87,-0.1,-4,2.1,0,2.2,8,1,-2,0
CC(C)(C)c1ccc(OCC(=O)N(c2ccccn2)C2CCCCC2)cc1,102,0.1,4,1,5,0.1,25,1,-4,-5
Cc1cccc(C)c1NC(=O)Cn1nc(-c2ccccc2)nc1-c1ccccc1,101,-0.3,3,1.1,/,0.4,-2,1,-3,/
COC(=O)c1cc(NC(=O)c2ccccc2)c(=O)oc1C,104,0.0,-2,1.2,22,-2.0,0,1,2,-22
O=C(NCCCN1CCOCC1)c1ccc(NC(=O)C2COc3ccccc3O2)cc1 (centres undefined),103,0.0,-4,0.78,8,0.2,10,1,-4,-8
Cc1cc(C)nc(SCc2nnc(SCC(=O)Nc3c(C)cccc3C)o2)n1,95,0.8,-3,1.1,9,-0.6,5,1,-5,-9
COc1ccnc(Oc2ccc(F)cc2)c1C(=O)N/C=N/OCc1ccc(Cl)cc1Cl,100,0.5,-2,0.59,-1,2.3,-22,1,-2,1
NC(=O)C1CCN(C(=O)CN(c2cccc(C(F)(F)F)c2)S(=O)(=O)c2ccccc2)CC1,92,0.7,1,0.97,29,1.6,2,1.1,-7,-29
COc1ccc(OCCSc2nc(C)c(Cc3ccccc3)c(=O)[nH]2)cc1,75,0.2,0,/,8,-1.3,8,1.1,-6,-8
CCN(CC)S(=O)(=O)c1ccc(Cl)c(C(=O)Nc2cc(C)nn2-c2ccccc2C(F)(F)F)c1,99,-0.3,1,0.87,-11,0.5,-6,1.2,-17,11
